High-throughput results (PubChem BioAssay)
SMARCA2 act: SMARCA2 (BRM) function activators, primary screen, cell-based, luminescence, high throughput | 1% of 370,000 active | MG213 cells, MMTV-luciferase reporter, dexamethasone, overnight | activation, % at 9.1 µM; in the data active = activation above about 7.8%;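 note: 0% = vehicle wells and 100% = reference activator wells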
ARFGAP1 inh: inhibitors of rat ARFGAP1 GAP activity, primary screen, biochemical, fluorescence polarization, GDP tracer; ADP-ribosylation factor GTPase-activating protein 1 (Rattus norvegicus), Q62848; Arfgap1-stimulated ARF1 GTP hydrolysis, GDP FP detection; inhibition, % at 16.5 µM; 0.26% of 360,000 active;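 active = inhibition above a per-plate limit, mean inhibition of low control wells plus 3 SD, cut at about 25% in these data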;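 note: 0% = DMSO wells with enzyme and 100% = wells lacking Arfgap1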
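Material: truncated rat Arfgap1 GAP domain; Incubation: compound-enzyme preincubation 20 min, reaction 120 min, detection 60 min, 25 °C; Read-out: percent inhibition of Arfgap1-stimulated GTP hydrolysis; Technique: FP, GDP Alexa 633 tracer displaced from anti-GDP antibody, 620/688 nm; Controls: No-Arfgap1 wells (100%) versus DMSO full-reaction wells (0%); Replication: single well per compound.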
GC-B act: human GC-B receptor activators, primary screen, HEK293 GC-B cells, cGMP TR-FRET, EC30 CNP; 0.11% of 370,000 active; Atrial natriuretic peptide receptor 2 (Homo sapiens), P20594; activation, % at 10 µM; 0% at EC30 CNP, 100% saturating CNP;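 active = activation at 10 µM reaching about 35% in either raw or pattern-adjusted values, limit read from the data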
PG9 binder: binders of HIV-1 gp120 antibody PG9, primary screen, biochemical, TR-FRET; AID 624416, 2012; inhibition, % at 6.7 µM; TR-FRET gp120-PG9 antibody binding; 0.43% of 360,000 active; HIV-1 gp120 / PG9 antibody interaction; in the data active = inhibition above about 8.5%
NPR1 activator: GC-A stimulated cGMP production enhancers – HEK293 GC-A cells, cGMP TR-FRET, EC30 ANP, primary screen; 0% at EC30 ANP, 100% saturating ANP; activation, % at 10 µM; Atrial natriuretic peptide receptor 1 (Homo sapiens), P16066; 0.14% of 370,000 active; AID 1671463, 2021; in the data active = activation above about 40%
rCAG RNA binder: binders of r(CAG) RNA repeats, primary screen, biochemical, fluorescence. inhibition, % at 3 µM. 1.3% of 370,000 active. r(CAG) RNA repeat, TO-PRO-1 dye displacement fluorescence;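 active = inhibition above the plate cutoff, the mean of all test compounds on that plate plus 3 SD, cut at about 35% in these data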;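 note: 0% = DMSO alone and 100% = 100 µM mitoxantrone as full dye displacement; higher means more dye released from RNA so lower well fluorescence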
ABHD4 inh: ABHD4 inhibitors, primary screen, biochemical, fluorescence polarization, mouse; inhibition, % at 8.92 µM; 0.54% of 370,000 active; (Lyso)-N-acylphosphatidylethanolamine lipase (Mus musculus), Q8VD66; purified mABHD4, FP-Rh probe fluorescence polarization; AID 720543, 2013;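 active = inhibition exceeding the mean over every tested compound plus 3 SD, cut at about 30% in these data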;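 note: 0% = plate median of compound wells and 100% = S159A mutant with DMSO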
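assay system = mABHD4 protein | compound dosing = single nominal dose of 8.92 µM, 0.89% DMSO final | read-out basis = percent inhibition of probe binding, normalized to plate controls | schedule = Enzyme–compound pre-incubation 45 min, then probe 60 min, both 25 °C | detection = fluorescence polarization, excitation 525 nm, emission 598 nm, BODIPY TMR filters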
ASAP1 inh: inhibitors of human ASAP1 ArfGAP activity, primary screen, biochemical, fluorescence polarization. inhibition, % at 16.5 µM. Arf-GAP with SH3 domain, ANK repeat and PH domain-containing protein 1 (Homo sapiens), …. ASAP1-stimulated ARF1 GTP hydrolysis, GDP FP detection. AID 624377, 2012. 0.19% of 360,000 active; in the data active = inhibition above about 25%;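 note: 0% = vehicle with enzyme and substrate and 100% = no enzyme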
Target sequence (Q9ULH1 325-724 limits assumed): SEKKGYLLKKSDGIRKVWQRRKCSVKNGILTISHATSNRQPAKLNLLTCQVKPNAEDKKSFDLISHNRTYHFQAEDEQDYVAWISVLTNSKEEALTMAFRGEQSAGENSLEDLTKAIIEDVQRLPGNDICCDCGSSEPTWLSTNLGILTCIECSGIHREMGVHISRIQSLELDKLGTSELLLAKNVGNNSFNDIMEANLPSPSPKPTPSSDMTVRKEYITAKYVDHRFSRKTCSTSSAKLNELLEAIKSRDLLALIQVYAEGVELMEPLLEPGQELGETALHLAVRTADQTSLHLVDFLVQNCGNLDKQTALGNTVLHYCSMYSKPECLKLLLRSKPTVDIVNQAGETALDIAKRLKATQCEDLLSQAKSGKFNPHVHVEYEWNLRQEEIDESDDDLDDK
NR1D1 modulator: modulators of Rev-erb alpha DNA binding, primary screen, biochemical, FITC-DNA, fluorescence polarization, uHTS | Nuclear receptor subfamily 1 group D member 1 (Homo sapiens), P20393 | activity, % at 10 µM | 0.79% of 370,000 active | Rev-erbα–FITC-DNA binding, 90 min;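 active = activity above about 14%, limit read from the data; passing the limit was not always enough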;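 note: 0% = DMSO wells with 35 nM protein and 100% = DMSO wells with 750 nM protein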
HTRA1 inh: HTRA1 serine protease inhibitors, primary screen, biochemical, fluorescence polarization, HTS; recombinant HTRA1, FP-rhodamine activity-based probe; inhibition, % at 5.96 µM; AID 504803, 2011; 0.5% of 340,000 active; Q92743; in the data active = inhibition above about 36%;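 note: 0% = enzyme with DMSO and 100% = wells lacking enzyme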
Target sequence (Q92743 whole entry, looked up): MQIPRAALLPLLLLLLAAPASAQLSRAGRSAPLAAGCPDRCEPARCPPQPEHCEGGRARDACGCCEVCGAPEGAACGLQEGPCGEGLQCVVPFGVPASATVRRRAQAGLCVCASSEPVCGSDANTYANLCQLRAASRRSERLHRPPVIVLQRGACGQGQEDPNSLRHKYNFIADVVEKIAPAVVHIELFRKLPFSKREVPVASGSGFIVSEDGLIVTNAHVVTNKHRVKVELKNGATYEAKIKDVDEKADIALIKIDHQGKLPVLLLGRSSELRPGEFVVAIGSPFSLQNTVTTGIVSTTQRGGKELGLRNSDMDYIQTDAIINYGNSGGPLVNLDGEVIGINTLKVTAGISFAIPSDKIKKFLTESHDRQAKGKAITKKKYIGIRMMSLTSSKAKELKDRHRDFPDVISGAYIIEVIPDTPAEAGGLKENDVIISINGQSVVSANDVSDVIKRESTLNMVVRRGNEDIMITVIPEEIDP
* marks the source's active call; other numbers are inactive results; . = not tested or not shown; & = joins results of further samples.

Start of the listing, in advance:
1) CC(=O)NS(=O)(=O)c1ccc(NC(=O)/C=C/c2cn(-c3ccccc3)nc2-c2ccccc2)cc1
2) O=c1c(C=Nc2cccc(C(F)(F)F)c2)c[nH]n1-c1cccc(Cl)n1
3) COCCCn1c(SCC(=O)c2ccccc2)nc2ccccc2c1=O
4) O=C(NC1CCCCC1)c1nc(-c2c(F)cccc2F)oc1-c1ccccc1
5) Cc1ccc(S(=O)(=O)CC(=O)N2CCCCCC2)cc1
6) CC(C)N1CCCCC(NC(=O)c2ccc(Br)cc2)C1=O (configuration not stated)
Screen / compound no.	1	2	3	4	5	6
SMARCA2 act	-1	-2	1	-2	2	-2
ARFGAP1 inh	16	3	2	-6	4	.
GC-B act	2	-1	1	5	5	5
PG9 binder	-2.2	-0.9	-0.9	1.5	0.7	.
NPR1 activator	2	3	-1	0	1	-2
rCAG RNA binder	87*	7	-8	2	0	4
ABHD4 inh	-98	5	-11	-5	1	8
ASAP1 inh	-8	1	-5	4	8	.
NR1D1 modulator	-5	-4	3	1	-4	3
HTRA1 inh	-105	5	-5	.	1	.

All compounds of this part, from the first entry:
1) CC(=O)NS(=O)(=O)c1ccc(NC(=O)/C=C/c2cn(-c3ccccc3)nc2-c2ccccc2)cc1
2) O=c1c(C=Nc2cccc(C(F)(F)F)c2)c[nH]n1-c1cccc(Cl)n1
3) COCCCn1c(SCC(=O)c2ccccc2)nc2ccccc2c1=O
4) O=C(NC1CCCCC1)c1nc(-c2c(F)cccc2F)oc1-c1ccccc1
5) Cc1ccc(S(=O)(=O)CC(=O)N2CCCCCC2)cc1
6) CC(C)N1CCCCC(NC(=O)c2ccc(Br)cc2)C1=O (configuration not stated)
7) CCOc1ccc(Nc2nc3c(c(=O)[nH]2)CCC3)cc1
8) Nc1c(Cl)cc(C2=NCCn3nc4cc([N+](=O)[O-])ccc4c32)cc1Cl
Screen / compound no.	1	2	3	4	5	6	7	8
SMARCA2 act	-1	-2	1	-2	2	-2	1	1
ARFGAP1 inh	16	3	2	-6	4	.	12	5
GC-B act	2	-1	1	5	5	5	-3	4
PG9 binder	-2.2	-0.9	-0.9	1.5	0.7	.	-1.7	-1.1
NPR1 activator	2	3	-1	0	1	-2	2	-2
rCAG RNA binder	87*	7	-8	2	0	4	12	9
ABHD4 inh	-98	5	-11	-5	1	8	0	-9
ASAP1 inh	-8	1	-5	4	8	.	2	3
NR1D1 modulator	-5	-4	3	1	-4	3	-3	3
HTRA1 inh	-105	5	-5	.	1	.	5	-23

9) CC(NC(=O)COC(=O)c1cc2ccccc2cc1O)c1ccccc1 (configuration not stated)
10) CCn1cc(C(=O)OCC(=O)c2cc(C)n(-c3cccc(C(F)(F)F)c3)c2C)c(=O)c2ccc(C)nc21
11) c1ccc(Cc2ccc(OCCN3CCOCC3)cc2)cc1
12) CN(C1(C)CCS(=O)(=O)C1)S(=O)(=O)c1cccc([N+](=O)[O-])c1 (configuration not stated)
13) O=C(COC(=O)c1cccc([N+](=O)[O-])c1)c1ccc(OCc2ccccc2)cc1
14) C=CCOC(=O)CSCC(NC(=O)OC(C)(C)C)C(=O)OCC (configuration not stated)
15) CC(C)(C)NC(=O)/C=C/c1cccc(C(F)(F)F)c1
16) O=C(CSCc1ccc([N+](=O)[O-])cc1)Nc1ccc(S(=O)(=O)N2CCCCCC2)cc1
Screen / compound no.	9	10	11	12	13	14	15	16
SMARCA2 act	0	-1	0	-1	0	-3	1	-2
ARFGAP1 inh	1	-6	-6	3	-3	4	9	-6
GC-B act	-4	6	6	3	3	-1	-5	-4
PG9 binder	-0.5	-0.7	-0.3	-1.2	0.5	1.9	-1.6	-1.2
NPR1 activator	2	5	2	3	5	0	3	-9
rCAG RNA binder	3	2	-10	-3	-1	2	-3	4
ABHD4 inh	-2	-3	10	9	1	1	-5	-6
ASAP1 inh	-9	-2	-10	1	6	1	2	2
NR1D1 modulator	-1	-5	5	-4	-1	-3	7	7
HTRA1 inh	-4	-49	2	8	-1	3	-5	-34

17) COc1ccccc1C(=O)N/C(=C/c1ccc2c(c1)OCO2)C(=O)Nc1cccc(C(=O)O)c1
18) CCn1cc(S(=O)(=O)c2ccccc2)c(=O)c2cc(F)c(N3CCN(C)CC3)cc21
19) Cc1ccc(C)c(N2CCN(C(=O)c3ccc(Cn4c(=S)[nH]c5ccc(N6CCOCC6)cc5c4=O)cc3)CC2)c1
20) COc1ccccc1C1CC(c2c(-c3ccccc3)c3cc(Cl)ccc3[nH]c2=O)=NN1S(C)(=O)=O (configuration not stated)
21) Cc1ccc(NC2CC(=O)N(Cc3ccccc3)C2=O)cc1 (configuration not stated)
22) Cn1c(=O)c2cn(-c3ccc4c(c3)OCCO4)cc2n(C)c1=O
23) CCOc1ccc(S(=O)(=O)N2CCCCC2)cc1NC(=O)CN1C(=O)NC(C)(c2ccccc2)C1=O (configuration not stated)
24) CC(=O)OCC(=O)C1(O)CCC2C3CC(C)C4=CC(=O)C=CC4(C)C3C(O)CC21C (configuration not stated)
Screen / compound no.	17	18	19	20	21	22	23	24
SMARCA2 act	0	-4	-1	-4	-3	3	-2	2
ARFGAP1 inh	8	10	-3	-3	7	-6	-4	4
GC-B act	2	-6	0	0	-2	-1	2	3
PG9 binder	-0.1	-3.6	-0.7	1.1	1.7	-2.6	0.3	-0.4
NPR1 activator	-4	-2	-4	-2	3	4	-2	0
rCAG RNA binder	19	0	18	9	0	-2	4	0
ABHD4 inh	-11	-4	11	-11	2	4	-4	0
ASAP1 inh	10	-12	4	-10	-10	10	0	5
NR1D1 modulator	-4	-1	1	1	-2	6	-1	2
HTRA1 inh	2	2	1	-47	1	5	-28	.

25) N#Cc1c(-c2ccccc2)nc(SCc2nc(N)nc(N3CCCCC3)n2)[nH]c1=O
26) O=C(COC(=O)c1ccc(S(=O)(=O)NCc2ccco2)cc1)NCc1ccc(F)cc1
27) O=C(N/N=C/c1c[nH]c2ccccc12)c1cc(-c2ccccc2)n[nH]1
28) CCn1c(COc2ccc(Cl)cc2)nnc1SCC(=O)Nc1ccccc1-c1ccccc1
29) CC/C(C)=N\Nc1nc(-c2cc3cc(OC)ccc3oc2=O)cs1
30) N#Cc1cc(-c2ccccc2)cnc1Sc1ccccc1
31) COc1ccc(CCN=C(N)NS(=O)(=O)c2ccc(OC)cc2)cc1
32) CC(=O)Oc1cccc2c1C(=O)c1c(OC(C)=O)cc(C(=O)O)cc1C2=O
Screen / compound no.	25	26	27	28	29	30	31	32
SMARCA2 act	-2	4	0	-5	-5	3	-1	-1
ARFGAP1 inh	-11	12	2	.	5	2	-3	-7
GC-B act	-4	-1	-7	-11	-14	-9	-7	1
PG9 binder	2.6	-1.8	-3.3	.	-0.9	7.9	2.7	-3.2
NPR1 activator	-2	-4	4	-11	0	4	-3	1
rCAG RNA binder	20	3	14	2	28	-1	0	0
ABHD4 inh	-3	-6	0	-9	4	-3	0	48*
ASAP1 inh	-11	6	11	.	15	3	1	-4
NR1D1 modulator	-9	-2	1	-4	3	4	-1	-6&-1
HTRA1 inh	1	-1	-14	.	-9	-6	3	2

33) COc1ccc(C(=O)Oc2cc(C)[nH]c(=O)c2[N+](=O)[O-])c(OC)c1
34) CCOC(=O)C1=C(C)NC(C)=C(C(=O)OCC)C1C(=O)OCC(=O)N1CCCCC1C (configuration not stated)
35) Cc1cc(C)c(S(=O)(=O)NCc2cn3c(C)csc3n2)cc1C
36) Cc1cc(C(=O)Nc2ccccc2Cl)n(-c2ccccc2)n1
37) CCc1ccc(NS(=O)(=O)c2cccs2)cc1
38) CCn1cc(C(=O)N(C)CC(OC)OC)c(=O)c2cc(S(=O)(=O)N3CCOCC3)ccc21
39) CCC(C)C(=O)Nc1ccc(OC)cc1OC (configuration not stated)
40) N#Cc1cccc(-c2cn(S(=O)(=O)c3ccc(Cl)cc3)nc2N)c1
41) O=S(=O)(c1ccc(Br)c2ccccc12)N1CCCC1
42) COc1cccc(C(=O)Nc2ccc(NC(=O)C3CCCCC3C(=O)O)cc2)c1 (configuration not stated)
Screen / compound no.	33	34	35	36	37	38	39	40	41	42
SMARCA2 act	-2	-2	-1	1	1	-3	-1	-2	0	0
ARFGAP1 inh	-6	3	2	-8	-2	5	-7	15	14	5
GC-B act	0	2	-1	0	4	2	3	-18	-3	-6
PG9 binder	2.2	1.2	-0.3	-0.2	-0.1	-0.4	0.4	-2.8	0.0	-1.4
NPR1 activator	0	-3	-1	4	-5	2	1	-38	-13	-3
rCAG RNA binder	0	-1	0	0	0	-1	4	4	-1	8
ABHD4 inh	0	-9	8	-7	-16	-4	8	-6	-2	-2
ASAP1 inh	2	1	-6	11	9	-14	-5	3	-1	-4
NR1D1 modulator	-4	-2	2	5	1	2	-1	-5	10	8
HTRA1 inh	3	1	5	-6	-7	-5	24	-25	-12	1
